# S2 tox: reduces viability in counter-screen for ATXN expression inhibitors | S2 cells (HEK-293 line with an ATXN2-luciferase reporter) viability, CellTiter-Fluor protease fluorescence, 24 h | Potency, µM (titrated, usually from 56.7 µM), usual class: cytotoxic | actives 0.49% (n = 400,000); note: potency is the fitted concentration of half-maximal effect; nearly all actives have a fitted effect of over 40% in size
# IL-1B inflam inh: inflammasome signaling inhibition, IL-1 beta readout; THP-1 LPS/ATP IL-1B secretion, AlphaLISA, 16 h; hits give low values; activity change, % at 57.5 µM; actives 4.7% (n = 360,000); AID 743279; in the data active = activity change below about -50%; inconclusive = mostly about -30% to -49%; note: % is set by controls: 0 for no effect and ±100 for the full control effect
#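 THP-1 cells pretreated 1 hr with compounds (up to 57.5 uM final), then stimulated with LPS (250 ng/mL final) plus ATP (1.25 mM final); secreted IL-1B measured by AlphaLISA after 16 hr, decreased signal indicating inhibition.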
# KB-3-1 tox: kills parental KB-3-1 adenocarcinoma cells; KB-3-1 viability, CellTiter-Glo ATP luminescence, 72 h; Potency, µM (top dose mostly 46.1 µM), for inactives: at the highest dose activity change, negative = cytotoxic, most hits filed as cytotoxic; actives 1.4% (n = 400,000); AID 1347075; note: potency is the fitted concentration of half-maximal effect; % is set by controls: 0 for no effect and ±100 for the full control effect; nearly all actives have a fitted effect of over 60% in size
#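 Using CellTiter-Glo luminescence, growth of non-resistant KB-3-1 adenocarcinoma cells is assessed 72 h after pin-tool compound addition at 37 °C. Normalized responses across the concentration series yield fitted curves.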
# ATXN2 expr inh: reduces ATXN2 reporter expression in HEK-293 cells; HEK-293 ATXN2-luciferase reporter, luminescence, 24 h; Potency, µM (highest dose often 57 µM), for the others: at the highest dose activity change, negative = inhibition, actives largely listed as inhibitors; actives 0.72% (n = 360,000); note: potency is the fitted concentration of half-maximal effect; % is set by controls: 0 for no effect and ±100 for the full control effect; nearly all actives have a fitted effect of over 55% in size
#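 ATXN2-luciferase reporter cells (luciferase flanked by upstream and downstream ATXN2 gene portions) were treated 24 h at 37 °C with compounds at up to 57 uM. SteadyGlo luminescence gave expression; GF-AFC fluorescence gave viability.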
# KB-V1 cytotox: KB-V1 MDR subline cytotoxicity; KB-V1 MDR cells viability, CellTiter-Glo, 72 h; actives 3.4% (n = 400,000); AID 1347076; Potency, µM (highest dose often 46.1 µM), without a hit: at the highest dose activity change, negative = cytotoxicity, usual class: cytotoxic; note: potency is the fitted concentration of half-maximal effect; % is set by controls: 0 for no effect and ±100 for the full control effect; nearly all actives have a fitted effect of over 60% in size
#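 Readout: CellTiter-Glo luminescence, 10 min after addition. Cells: KB-V1 MDR subline, 72 h at 37 degrees C with compound. Analysis: corrected, normalized data fitted to concentration-effect curves.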
# HT1080 IDH1KD tx: kills HT-1080 cells with IDH1 knockdown; HT-1080 IDH1 knockdown viability, ATP luminescence, 48 h; Potency, µM (highest dose often 46.1 µM), without a hit: at the highest dose activity, negative = toxicity, hits mostly cytotoxic; actives 2% (n = 360,000);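 note: potency is the fitted concentration of half-maximal effect; 0% = DMSO wells and -100% = cell-free medium wells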
#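 Luminescent ATP read-out (CellTiter-Glo, 10 min at room temperature) after 48 h compound exposure at 37 °C gave viability of IDH1-knockdown HT-1080 cells. Activity was normalised to DMSO and cell-free wells, then fitted as concentration-response curves.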
# MCF10A rereplic: induces DNA re-replication in MCF 10a normal breast cells; MCF 10A DNA re-replication, Hoechst nuclear intensity, 48 h; Potency, µM (top dose mostly 46.1 µM), without a hit: at the highest dose activity, positive = re-replication, hits mostly activators; actives 2.9% (n = 350,000); note: potency is the fitted concentration of half-maximal effect; % of control where 0% means no effect; nearly all actives have a fitted effect of over 50% in size
# HT1080NT lethal: kills 2HG-producing HT-1080-NT fibrosarcoma cells; HT-1080-NT fibrosarcoma viability, CellTiter-Glo ATP luminescence, 48 h; Potency, µM (series often up to 46.1 µM), without a hit: at the highest dose activity, negative = less viability, actives largely listed as cytotoxic; actives 1.6% (n = 360,000);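 note: NT is the 2HG producing partner of a matched IDH1 knockdown line; potency is the fitted concentration of half-maximal effect; 0% = DMSO-treated cells and -100% = media-only wells without cells; nearly all actives have a fitted effect of over 55% in size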
#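 A 48-hour cytotoxicity screen used HT-1080-NT cells plated 2 hours before compound delivery. ATP-based CellTiter-Glo luminescence measured viability, normalized to DMSO and no-cell controls.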
# SW480 rerep: inducers of DNA re-replication in SW480 colon cancer cells | actives 1.8% (n = 340,000) | SW480 DNA re-replication, Hoechst DNA content imaging, 48 h | Potency, µM (titrated, usually from 46.1 µM), for the others: at the top dose re-replication activation, usual class: activators; note: potency is the fitted concentration of half-maximal effect; % of control where 0% means no effect; nearly all actives have a fitted effect of over 55% in size
#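 DNA re-replication was detected as more nuclei of elevated Hoechst intensity after 48 hr exposure to compound (23 nL pinned per well of 250 cells).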
# Numbers without * were called inactive; i = inactive; ? = inconclusive; . = not tested or not shown; [ ] = remark or other dose. Unless noted, calls come from the whole dose curve; as a rule, active = well fitted curve in the direction sought with a large enough effect; inconclusive = small, poorly fitted or top-dose-only effect, or another doubt; inactive = no such curve, though single readings can be large; an effect the other way counts as inactive or inconclusive.
SMILES,S2 tox,IL-1B inflam inh,KB-3-1 tox,ATXN2 expr inh,KB-V1 cytotox,HT1080 IDH1KD tx,MCF10A rereplic,HT1080NT lethal,SW480 rerep
COc1ccc(NC(=O)Cn2c(=O)n(Cc3ccco3)c(=O)c3sc4ccccc4c32)cc1Cl,i,.,16%,-3%,-4%,.,.,.,.
O=C(CN1CCOCC1)NNc1nc(-c2ccccc2)c2cc(Br)ccc2n1,i,?,-2%,-39%,-1%,-1%,15%,-3%,21%
Cc1cccc(Nc2nc(C)nc3c2oc2ccccc23)c1,i,4,?,-8%,-7%,-2%,10%,-3%,-14%
Cc1cc(C(=O)Cn2nnc(-c3ccc(Cl)cc3)n2)c(C)n1CC1CCCO1 (stereo not given),i,-71*,7%,-4%,?,0%,?,?,0%
CN(C)CC(C)(C)CNC(=S)NCc1ccc2c(c1)OCO2,i,-1,-13%,4%,-5%,0%,10%,1%,0%
Cc1ccc(S(=O)(=O)Nc2cc(Cl)ccc2-n2cncn2)cc1,i,31,-5%,22%,-24%,9%,5%,8%,-6%
C=CC[C@@H](CC(=O)NCCO)C(=O)N[C@H](COC(=O)[C@@H](CC=C)Cc1ccc(F)cc1)Cc1c[nH]c2ccccc12,.,-11,0%,?,0%,-1%,8%,0%,-8%
Cc1cccc(N2N=C(C(=O)Nc3nc(C)cs3)CCC2=O)c1,i,-6,-1%,.,-2%,-4%,1%,-2%,-5%
CCOc1cc2[nH]c(=S)n(CC3CCCN3CC)c(=O)c2cc1OCC (stereo not given),i,-9,20%,-4%,?,3%,20%,5%,-5%
Cc1ccc(/C=C(\C#N)C(=O)Nc2cc(C)ccc2C)cc1,i,.,3%,4%,1%,.,.,.,.
O=c1cc(CN2CCCCCCC2)c2ccccc2o1,i,57,0%,10%,29%,11%,.,26%,.
COc1ccc(C(C(=O)NC2CCCC2)N(Cc2ccccc2)C(=O)c2snc(C(N)=O)c2N)cc1OC (stereo not given),i,-26,-6%,4%,-22%,-3%,-1%,13%,-4%

# Filtered by structure: the entries above containing a Cl atom.
SMILES,S2 tox,IL-1B inflam inh,KB-3-1 tox,ATXN2 expr inh,KB-V1 cytotox,HT1080 IDH1KD tx,MCF10A rereplic,HT1080NT lethal,SW480 rerep
COc1ccc(NC(=O)Cn2c(=O)n(Cc3ccco3)c(=O)c3sc4ccccc4c32)cc1Cl,i,.,16%,-3%,-4%,.,.,.,.
Cc1cc(C(=O)Cn2nnc(-c3ccc(Cl)cc3)n2)c(C)n1CC1CCCO1 (stereo not given),i,-71*,7%,-4%,?,0%,?,?,0%
Cc1ccc(S(=O)(=O)Nc2cc(Cl)ccc2-n2cncn2)cc1,i,31,-5%,22%,-24%,9%,5%,8%,-6%

# Continuation.
SMILES,S2 tox,IL-1B inflam inh,KB-3-1 tox,ATXN2 expr inh,KB-V1 cytotox,HT1080 IDH1KD tx,MCF10A rereplic,HT1080NT lethal,SW480 rerep
O=C(NCCc1ccc(Cl)cc1)C1CCCN1C(=O)Nc1ccc(F)cc1 (stereo not given),i,-11,20%,4%,-2%,-10%,-1%,-1%,-4%
CCC(C)C(NC(=O)C1CCC(C)CC1)C(=O)NCc1cccnc1 (stereo not given),i,5,11%,5%,-12%,17%,18%,6%,-10%
COc1ccccc1C(CNC(=O)C(CCSC)NC(=O)c1ccccc1Cl)N1CCCC1 (stereo not given),i,-28,-4%,-6%,-9%,-4%,-2%,1%,?
CCCc1nnc(NC(=O)Nc2ccccc2Cl)s1,i,.,-2%,49%[activator],6%,.,.,.,.
CC(=O)Nc1cccc(C(=O)NNC(=O)c2n[nH]c(=O)c3ccccc23)c1,i,27,8%,3%,17%,16%,-4%,3%,-6%
CC(C)(C)n1nnnc1C(c1cccc(C(F)(F)F)c1)N1CCOCC1 (stereo not given),i,9,-5%,6%,-7%,0%,3%,0%,14%
Cc1occc1-c1nnc(SCC(=O)NC2CC2)n1C,i,-19,10%,6%,19%,20%,7%,1%,?
COCCn1cnnc1SCC(=O)Nc1cccc(S(=O)(=O)N(C)c2ccccc2)c1,i,11,11%,-9%,?,5%,-1%,4%,-1%
CC1(C(=O)NCc2ccco2)Cc2c(-c3cccc(C(N)=O)c3)ccnc2O1 (stereo not given),i,-57*,10µM*,6%,1%,?,.,?,.
COc1ccc(-c2nnn(CC(=O)NC3CCCc4ccccc43)n2)cc1OC (stereo not given),i,70,-29%,-20%,-20%,?,5%,?,?
Cc1cc(Cl)c(OCCCCN2CCOCC2)c(Br)c1,i,-6,-1%,8%,?,7%,?,10%,1%
CNC(=O)c1cc(NC(=O)CCn2nc(-c3ccccc3)c3ccccc3c2=O)ccc1OC,.,-3,-10%,10%,-31%,-7%,-2%,-8%,-22%
COc1ccc(OC)c(NC(=O)c2ccc(NC(C)=O)cc2)c1,i,-19,-9%,-9%,3%,11%,0%,15%,10%
CCN(CC)S(=O)(=O)c1ccc(NC(=O)Cc2cccs2)cc1,i,-3,11%,3%,?,2%,1%,-15%,0%
O=C(COC(=O)/C=C/c1ccc(S(=O)(=O)N2CCOCC2)cc1)Nc1ccc(F)c(F)c1F,i,-8,8%,-9%,13%,23%,-1%,7%,-4%
COc1ccc(N2CCN(c3oc(Cc4ccccc4)nc3C#N)CC2)cc1,i,-7,?,-24%,?,?,?,-4%,26%
CCCS(=O)(=O)C/C(N)=N/OC(=O)c1ccc(Cl)cc1,i,.,-12%,-20%,-1%,-7%,-5%,-4%,?
CCCOc1ccc(C(C)=O)cc1CC(C(=O)OCC)C(=O)OCC,i,47,16%,-9%,-24%,-2%,11%,-6%,-5%
O=C(O)C1C2CCC(C2)C1C(=O)Nc1ccccc1 (stereo not given),i,12,-3%,-5%,2%,-11%,-3%,-7%,-8%
C=CC(COCc1ccccc1)N(Cc1ccc(OC)cc1)S(=O)(=O)c1ccccc1Br (stereo not given),i,24,0%,-12%,0%,0%,3%,-2%,-54%[inhibitor][9.22 µM]
O=C(NNC(=O)c1cc(O)c(O)c(O)c1)NC1CCCCC1,i,1,1%,-9%,1%,0%,-1%,-3%,-1%
COc1c(/C=N/NC(N)=S)c(C)nn1-c1ccccc1,i,-8,?,1%,9.2µM*,10%,4%,8%,3%
O=C(COc1ccccc1)NCC(=O)N/N=C/c1ccccc1,i,0,?,-3%,-6%,18%,-1%,17%,.
O=[N+]([O-])c1cc([N+](=O)[O-])c(Oc2c(F)cc(F)cc2F)cc1NN1CCCCC1,i,30,7%,8%,-1%,-3%,-17%,13%,-3%
CC(C)c1ccc(NC(=O)C2(C)Cc3c(-c4cccc(C(N)=O)c4)ccnc3O2)cc1 (stereo not given),?,-69*,-4%,?,-24%,?,.,?,.
CCCNC(=O)C(Cc1cccc(OC)c1)NC(=O)c1ccc(C(C)(C)C)cc1 (stereo not given),i,6,-11%,8%,-11%,-7%,?,4%,26%
COCCN1C(=O)N[C@@H](c2cccc(F)c2)C(C(C)=O)=C1C,i,15,-6%,3%,-10%,-5%,-2%,0%,-2%
CCc1oc2c(C)c(O)ccc2c(=O)c1-c1ccc2ccccc2n1,i,31,12%,-11%,2%,6%,?,7%,4%
COc1ccc(NC(=O)C(=O)N/N=C/c2cc(C)n(-c3cccc(Cl)c3Cl)c2C)c(OC)c1,i,?,1%,16%,2%,9%,-6%,8%,1%
O=C1NC(=O)C([N+](=O)[O-])=C(O)C1=O,i,19,29%,.,10%,3%,.,0%,.
Cc1ccc(-n2cccn2)c(CN2CCCC(C(=O)c3ccc4c(c3)OCO4)C2)c1 (stereo not given),i,-60*,?,?,0%,?,19%,-15%,18%
COCCCN1C2=C(C(=O)CC(C)(C)C2)C(c2ccc(O)c(OC)c2)C2=C1CC(C)(C)CC2=O,i,-23,-4%,-18%,-23%,23%,-3%,17%,0%
O=C(c1ccccc1)N1c2ncnn2C2(CCCCC2)[C@@H]2CCCC[C@@H]21,i,.,10%,-19%,-5%,.,.,.,.
COc1ccccc1N1CCN(CC(=O)Nc2nccs2)CC1,i,24,6%,-22%,0%,15%,-1%,18%,-13%
CCC(=O)Nc1ccc(C(=O)NNC(=O)COc2cccc(C)c2)cc1,i,12,1%,-11%,12%,-1%,-2%,10%,-3%
CCCN(C(=O)COc1cc(=O)n(CC)c2ccccc12)c1ccc(C(C)C)cc1,?,.,?,?,13µM*,.,.,.,.
O=c1c2ccccc2nc(/C=C/c2cc(Br)ccc2O)n1CCCO,.,-101*,21µM*,-41%,?,?,?,?,?
COc1ccc(C(CNC(=O)COc2ccc(F)cc2Br)N2CCCC2)cc1 (stereo not given),i,-54*,-17%,-21%,?,-14%,4%,-7%,-3%
Cc1ccc(-n2ncc3c2CC(C)(C)CC3NC(=O)c2cc[n+]([O-])cc2)cc1 (stereo not given),i,i,-1%,4%,-18%,2%,-2%,2%,?
O=C(CSc1nc2ccccc2o1)N/N=C/c1ccc(O)c(O)c1,i,28,-29%,.,-4%,-12%,-3%,-10%,?
COc1ccc(CCN2C(=O)CSC2=Nc2ccc(C)cc2C)cc1OC,?,15,?,-3%,?,-15%,-2%,-17%,3%
Cc1cccc(OCC(=O)Nc2ccccc2C(=O)OCc2cc(=O)n3ccsc3n2)c1,i,.,3%,-7%,0%,.,.,.,.
O=C(NCc1ccccn1)c1ccc(OC2CCN(Cc3ccc(F)cc3F)CC2)cc1,i,-8,13%,-23%,-12%,-14%,14%,-12%,0%
CC(OC(=O)c1ccccc1CCc1ccccc1)C(N)=O (stereo not given),i,-6,-3%,-9%,1%,0%,1%,-4%,7%
COCCCNc1oc(-c2cccs2)nc1S(=O)(=O)c1ccc(C)cc1,i,-22,-2%,-23%,15µM*,14%,-6%,10%,-2%
COc1cc(NC(=O)CCc2c(C)nc3c(c(C)nn3-c3ccccc3)c2C)cc(OC)c1OC,?,.,11%,-6%,-16%,.,.,.,.

# Compound activity as filed in PubChem BioAssay.

# Rows are unselected (roughly 11% active in at least one column).
